# HTR5A inv ag – HTR5A inverse agonism, opioid heterodimer counter-screen; HTR5A cell line, luminescence; inhibition, % at 9.3 µM; 0.083% of 340,000 active; in the data active = inhibition mostly above about 23%, no sharp cut-off; inactive = mostly below about 18%;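 also: 0% = cells with DMSO and 100% = no-cell wells with DMSO; some compounds called inactive have numbers as strong as hits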
# cardiac RTF act – cardiac RTF calcium sensitization. P19429+P45379. 0.24% of 340,000 active. IANBD-labeled TnC RTF fluorescence at EC20 calcium; 0% EC20 calcium, 100% full calcium. activation, % at 7.2 µM;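 active = activation above the mean over all tested compounds plus 3 SD, cut at about 30% in these data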;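 also: rise in fluorescence read as greater calcium sensitivity of cardiac thin filaments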
# OPRM1-OPRD1 inv – mu-delta opioid heterodimer inverse agonism | P35372+P41143 | cell-based MOR-DOR heterodimer luminescence | inhibition, % at 9.3 µM | 0.21% of 340,000 active; in the data active = inhibition above about 22%, passing the limit was not always enough;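 also: 0% = cells with DMSO and 100% = wells without cells with DMSO; values of inactives mirror those of a sister screen read the other way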
# Target sequence (P35372 whole entry, looked up): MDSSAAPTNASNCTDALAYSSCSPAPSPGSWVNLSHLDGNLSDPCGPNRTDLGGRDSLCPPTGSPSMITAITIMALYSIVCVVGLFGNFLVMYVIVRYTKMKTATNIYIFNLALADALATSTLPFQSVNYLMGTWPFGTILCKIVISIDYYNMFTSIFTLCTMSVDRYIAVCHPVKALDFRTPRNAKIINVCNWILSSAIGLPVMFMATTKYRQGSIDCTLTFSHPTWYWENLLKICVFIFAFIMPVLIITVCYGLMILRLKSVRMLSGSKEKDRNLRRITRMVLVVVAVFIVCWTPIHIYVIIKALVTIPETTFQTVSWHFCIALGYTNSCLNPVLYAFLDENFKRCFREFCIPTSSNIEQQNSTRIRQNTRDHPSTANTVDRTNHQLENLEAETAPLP
# Target sequence (P41143 whole entry, looked up): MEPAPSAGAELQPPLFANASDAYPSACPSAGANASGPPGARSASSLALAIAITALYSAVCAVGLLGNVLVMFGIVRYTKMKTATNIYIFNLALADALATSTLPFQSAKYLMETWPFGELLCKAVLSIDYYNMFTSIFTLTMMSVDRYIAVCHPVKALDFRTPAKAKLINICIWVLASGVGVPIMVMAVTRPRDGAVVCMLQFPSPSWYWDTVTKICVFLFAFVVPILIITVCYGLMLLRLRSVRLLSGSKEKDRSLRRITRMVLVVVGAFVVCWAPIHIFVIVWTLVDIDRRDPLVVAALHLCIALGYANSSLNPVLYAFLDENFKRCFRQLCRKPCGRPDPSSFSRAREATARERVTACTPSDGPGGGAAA
# MOR-DOR ag – agonists of human mu-delta opioid receptor heterodimerization | cells, OPRM1-OPRD1 heterodimerization, luminescence | 0.3% of 340,000 active | activation, % at 9.3 µM; in the data active = activation above about 18%;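 also: 0% = vehicle-treated cells and 100% = reference agonist; values of inactives mirror those of a sister screen read the other way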
# Keap1-Nrf2 PPI – disrupts human Keap1 binding to Nrf2 peptide; inhibition, % at 9.4 µM; Q14145; 0.15% of 340,000 active; AID 504523; Keap1 Kelch-Nrf2 peptide fluorescence polarization, 1536-well; in the data active = inhibition above about 12%;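 also: human Keap1 Kelch domain with fluorescein labeled Nrf2 9mer peptide probe; 0% = neutral control wells and 100% = peptide positive control; higher means more block of Keap1 binding to Nrf2 peptide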
# CAL-PDZ inh HTS – CAL PDZ (human) peptide binding inhibition; AID 602252; 0.92% of 300,000 active; purified CAL PDZ, TMR-peptide fluorescence polarization, 1 h; Q9HD26; inhibition, % at 24.9 µM;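 active = mean inhibition of at least 30% with at least half of replicates also reaching 30%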;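 also: 0% = DMSO neutral control and 100% = excess unlabeled competitor peptide PRC23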
# HTR5A ag – HTR5A agonism, opioid heterodimer counter-screen; AID 504692; activation, % at 9.3 µM; HTR5A agonist assay, luminescence, cell-based; 0.61% of 340,000 active; P47898; in the data active = activation mostly above about 9.5%, no sharp cut-off; inactive = mostly below about 7.6%;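 also: 0% = cells with vehicle only and 100% = reference agonist; strong numbers were not always called active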
# V-ATPase pH – yeast V-ATPase proton transport regulation by pHLuorin | S. cerevisiae, pHLuorin cytosolic pH fluorescence | AID 504577 | response, % at 10 µM | 0.37% of 350,000 active; in the data active = response mostly above about 7.3%, no sharp cut-off; inactive = mostly below about 5.4%; also: actives read high; inactives centre near 0; some compounds called inactive have numbers as strong as hits; reference of the scale not given here
# LANA DNA inh – KSHV C-LANA DNA binding inhibition; MBP-C-LANA/FAM-LBS DNA binding, fluorescence polarization; inhibition, % at 9 µM; 0.078% of 340,000 active;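 active = highest replicate inhibition at or above 60% at 9 µM, even if other replicates fall short; inactive = all replicates below 60% inhibition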;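 also: 0% = neutral control wells and 100% = 4 µM acridine orange control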
# Cardiac RTF inh – cardiac RTF calcium desensitization | P19429+P45379 | inhibition, % at 7.15 µM | IANBD-labeled cardiac RTF, Ca2+ fluorescence | 0.12% of 340,000 active | AID 493244;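 active = inhibition above the mean inhibition of all tested compounds plus 3 SD, cut at about 17% in these data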;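 also: assay run at fixed EC70 calcium of 1.6 mM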
# The depositor's hits bear a star; . = not tested or not shown.
SMILES,HTR5A inv ag,cardiac RTF act,OPRM1-OPRD1 inv,MOR-DOR ag,Keap1-Nrf2 PPI,CAL-PDZ inh HTS,HTR5A ag,V-ATPase pH,LANA DNA inh,Cardiac RTF inh
O=C(COC(=O)c1cnccn1)NCc1ccc2c(c1)OCO2,11,-1,14,-3.0,-2,-2,-4,0,0.5,-5
O=C(NCCCNC(=O)c1cnccn1)c1cccc(Cl)c1,-25,-4,16,-2.5,1,7,9,-3,0.8,-5
O=C(NC(c1ccccc1)C(Cl)(Cl)Cl)c1ccccc1 (stereo unspecified),14,2,2,-0.2,-2,0,-1,-3,0.5,-1
Cc1nn(-c2ccccc2)c(C)c1-c1cc(C(=O)N/N=C/c2ccc(O)cc2)[nH]n1,-4,-2,-4,0.8,-6,-4,1,3,-2.1,-8
c1ccc(Cc2nnc3sc(Nc4ccccc4)nn23)cc1,-8,2,0,0.0,3,1,3,2,-1.0,-3
CC(=O)Oc1ccc(-c2cccc(C(=O)OCC(=O)N(C)c3ccccc3)c2)cc1,38,-7,14,-3.2,-1,-2,4,2,-0.4,-4
Cn1c(CSCc2ccc(F)cc2)n[nH]c1=S,1,0,8,-1.6,-2,-3,0,-4,0.5,-6
O=C1C(=Cc2cccn2-c2ccc(O)cc2)C(=O)c2ccccc21,15,15,-39,6.9,-3,-3,2,-4,0.9,-27
CC(C)NS(=O)(=O)c1ccc(OCC(=O)NCc2ccc3c(c2)OCO3)c(Cl)c1,15,-2,13,-3.0,3,-4,-2,-1,0.0,2
CN(C)c1nc(Oc2ccc(=O)[nH]n2)nc(N2CCCCC2)n1,4,-2,6,-1.1,3,0,4,0,-2.3,-14
O=C(NCc1ccccc1)c1nccnc1CO,-17,-1,18,-4.0,-4,-6,5,5,1.2,-7
COc1ccc(C(=O)Nc2ccc3ccccc3c2)cc1,22,12,-24,4.6,9,.,9,-3,.,-5
CCc1ccc(NC(=O)C2CCN(C(=O)N3CCOc4ccccc43)CC2)cc1,-11,0,-1,0.2,-3,.,3,1,-0.1,-3
CNS(=O)(=O)c1cn(CC(=O)NCc2ccc(N(C)C)cc2)cc1S(=O)(=O)NC,9,1,5,-1.0,0,.,-2,0,-3.3,-9
C=CCn1c(Cc2ccc(OC)cc2)nnc1SCC(=O)c1cccc([N+](=O)[O-])c1,-15,1,-5,0.8,1,-4,6,-2,-0.4,-2
O=C(CCN1CCCCC1)c1cccc(Cl)c1,-7,-11,-2,0.4,-5,-1,2,-2,-1.7,-7
O=C(CCNC(=O)c1ccc([N+](=O)[O-])cc1)Nc1ccc(S(=O)(=O)N2CCOCC2)cc1,29,-1,-6,0.9,-3,-4,2,-2,-0.7,-5
O=C(C(c1ccccc1)c1ccccc1)N1CCN(CCN2C(=O)c3cccc4cccc(c34)C2=O)CC1,-12,-2,-3,0.6,-2,-4,4,-1,-1.5,-22
O=C(CSc1ccc(-c2ccc(F)cc2)nn1)N1CCOCC1,-17,5,9,-1.8,3,-2,0,4,0.8,0
O=C(CCN1CCC2CCC(C2)C1)c1ccc(F)cc1 (stereo unspecified),9,8,-1,0.1,-3,-5,-2,7,0.5,-16
O=C(Nc1ccc2c(c1)OCO2)c1ccccc1SCC(=O)N1CCCC1,-15,8,2,-0.4,-2,-8,-3,3,1.4,-5
O=C1NC(=S)NC(=O)C1=Cc1ccccc1C(=O)O,10,-3,-4,0.7,1,.,-3,0,0.1,-5
CCOC(=O)c1c(NC(C)=O)sc2c(OC(C)=O)cccc12,17,3,9,-1.5,-1,0,-5,-2,0.8,-5
CN1C(=O)C(C)(C)c2cc(S(=O)(=O)N3CCC(C(=O)NCc4ccc(Cl)cc4)CC3)ccc21,-2,-4,0,0.0,-5,0,1,0,-0.2,-3
O=C(Nc1ccccc1N1CCCCC1)c1ccc(Cl)c([N+](=O)[O-])c1,-21,1,-26,4.8,-1,.,10,1,0.0,-3
C/C(=N\NC(=O)c1ccccc1O)C1CC1,-2,-8,13,-2.5,0,-4,1,0,1.5,5
COCCCN1C(=O)C(=O)/C(=C(/O)c2ccc(S(=O)(=O)N3CCCCC3)cc2)C1c1ccc(F)cc1 (stereo unspecified),-30,2,6,-1.3,-4,.,1,-9,-0.6,-9
CCCCCc1ccc(-c2ccc(OC)cc2)nc1,10,3,-8,1.4,0,-2,-3,-3,0.9,2
O=[N+]([O-])c1cccc(-c2n[nH]c(=S)n2-c2ccc(Br)cc2)c1,-11,6,7,-1.4,1,6,-1,-6,0.0,-12
CCc1noc(C)c1C(=O)Nc1cc(Cl)ccc1N1CCCC1,-2,-8,-25,3.9,-4,-1,4,-3,1.0,2
O=C(NCCc1c[nH]c2ccccc12)c1cc([N+](=O)[O-])cc([N+](=O)[O-])c1,-252,3,-13,2.2,-1,6,65*,-4,0.1,-9
Nc1cc2cccnc2cc1Cl,1,-2,-27,5.7,-7,-6,0,7,-0.1,9
CCOc1cc(S(=O)(=O)N(Cc2ccccc2)Cc2ccccc2)c(OCC)cc1-n1cnnn1,-4,-6,20,-3.7,-2,-14,-2,1,1.9,-9
c1cnc(N2CCN(c3ccc4ccccc4n3)CC2)nc1,-42,9,-8,1.5,-5,-5,16,1,0.1,-16
CC1(C)CC(=O)C2=C(C1)NC(Nc1nc3ccccc3o1)=NC21CCCCC1,14,-1,3,-0.5,1,-3,2,-3,0.2,3
CCCOP(=O)(OCCC)C(Nc1ccc(C(=O)O)cc1)c1ccccc1 (stereo unspecified),6,6,5,-0.9,-1,.,9,4,0.1,-4
C=CCOc1ccc(C(c2c(O)nc(SC)[nH]c2=O)c2c(O)nc(SC)[nH]c2=O)cc1,-1,15,15,-3.0,-2,2,1,3,-0.9,-5
CCOC(=O)c1cc(=O)c2ccc(OCc3ccccc3)cc2o1,9,0,12,-2.7,-2,-2,-3,-1,0.1,-11
CCOC(=O)C1CCN(C(=O)CS(=O)Cc2nc(-c3ccc(C)cc3)oc2C)CC1 (stereo unspecified),-22,-2,1,-0.1,-14,-4,3,-1,1.5,-2
CNC(=O)CN(c1ccc(OC)cc1)S(=O)(=O)c1ccc(F)cc1,-15,-2,10,-1.6,-2,-3,-3,1,1.7,-13
O=C(C1CCC(CNS(=O)(=O)c2cccc3cccnc23)CC1)N1CCCC1 (stereo unspecified),-36,6,2,-0.3,1,-2,12,1,1.1,-9
C=C1CSc2nc(=O)c3c4c(sc3n21)CCC4,-3,4,2,-0.4,-2,0,0,1,0.9,-9
Cc1cccc(NC(=O)CN2C(=O)NC(C)(c3ccc4c(c3)OCO4)C2=O)c1 (stereo unspecified),-7,2,7,-1.6,-7,-1,2,-4,0.4,-7
COc1ccc(/C=C2\CCc3c2nc2ccccc2c3C(=O)O)cc1OC,0,4,-3,0.6,-4,2,-1,-62,6.3,-50
Cc1ccccc1Cn1cnc2ccccc2c1=O,-9,-5,-9,1.4,0,2,1,1,0.9,-7
N/C(=N\OC(=O)c1ccc(Cl)c(Cl)c1)c1cccnc1,-14,12,-31,5.3,-6,0,8,2,-0.3,-5
CCOC(=O)c1ccc(NC(=S)NCC(O)c2ccccc2)cc1 (stereo unspecified),18,-2,-4,0.8,-7,-3,-2,1,1.5,-9
CCCCCCOc1ccc(N2C(=O)CC(N(CCc3ccc(S(N)(=O)=O)cc3)C(C)=O)C2=O)cc1 (stereo unspecified),-5,9,12,-2.4,-2,0,2,1,1.4,-7

# Arranged by SMILES length (lowest first): 3 of the compounds above
SMILES,HTR5A inv ag,cardiac RTF act,OPRM1-OPRD1 inv,MOR-DOR ag,Keap1-Nrf2 PPI,CAL-PDZ inh HTS,HTR5A ag,V-ATPase pH,LANA DNA inh,Cardiac RTF inh
Cc1ccccc1Cn1cnc2ccccc2c1=O,-9,-5,-9,1.4,0,2,1,1,0.9,-7
O=C(C1CCC(CNS(=O)(=O)c2cccc3cccnc23)CC1)N1CCCC1 (stereo unspecified),-36,6,2,-0.3,1,-2,12,1,1.1,-9
CCCCCCOc1ccc(N2C(=O)CC(N(CCc3ccc(S(N)(=O)=O)cc3)C(C)=O)C2=O)cc1 (stereo unspecified),-5,9,12,-2.4,-2,0,2,1,1.4,-7

# (continued)
SMILES,HTR5A inv ag,cardiac RTF act,OPRM1-OPRD1 inv,MOR-DOR ag,Keap1-Nrf2 PPI,CAL-PDZ inh HTS,HTR5A ag,V-ATPase pH,LANA DNA inh,Cardiac RTF inh
O=S(=O)(c1ccccc1)C(/C=N\O)/C=C/c1ccccc1 (stereo unspecified),15,-4,3,-0.7,-5,0,3,1,2.1,-14
N#Cc1c(N)nc2c(c1-c1ccc(Br)s1)CCCC2,-35,5,6,-1.3,3,-4,1,-3,-0.3,6
O=C1NC[C@H](c2ccccc2)N(CCc2cccc3ccccc23)C1=O,-23,6,1,-0.1,-6,-3,9,-3,-1.8,-3
CC(=O)Nc1ccc2nc(-c3ccccn3)[nH]c2c1,-7,1,0,0.0,-1,-3,-1,-1,-0.9,-3
CC1CCCCC12NC(=O)N(CC(=O)Nc1ccc(S(=O)(=O)Nc3ncccn3)cc1)C2=O (stereo unspecified),5,-1,6,-1.6,-5,-2,-2,-2,3.9,-5
COc1ccc(C(=O)Cc2ccc3c(c2)OCO3)c(O)c1,-11,8,7,-1.3,-7,0,3,3,1.7,-18
COc1ccc(C(=O)NN)cc1COc1ccc(Br)cc1,25,0,-14,2.7,-6,.,2,2,-0.3,-5
Cc1c(N=C2SCC(=O)N2/N=C/c2ccccc2)c(=O)n(-c2ccccc2)n1C,-1,-4,2,-0.4,-4,-3,-1,0,1.3,12
O=C(c1cc2nc(-c3ccco3)cc(C(F)(F)F)n2n1)N1CCCc2ccccc21,-9,5,9,-1.6,-5,0,-4,-5,2.1,-12
O=S1(=O)c2ccc(Br)cc2N2CCC[C@@H]2CN1Cc1ccccc1,-4,-5,1,0.0,5,-5,1,-1,1.2,-3
CC(C)(CNC(=O)C1CCCN1C(=O)c1cccs1)N1CCOCC1 (stereo unspecified),-3,7,7,-1.4,-2,-6,-4,0,1.4,0
COc1ccc(-c2cc(NCc3ccccn3)n3ncnc3n2)cc1,-8,-4,-2,0.3,5,-6,-2,-2,0.5,-4
COCCC(=O)N1CCC(Oc2ccc(C(=O)NCc3ncc(C)[nH]3)cc2)CC1,0,-5,14,-2.5,1,-3,4,2,-0.6,1
CNC(=O)CSc1nc2ccccc2c(=O)n1CCc1ccccc1,-10,-7,15,-3.3,-1,-4,3,-3,-1.8,-1
CCCOc1ccc(C2C(=O)N(C3CCCCC3)CC(=O)N2CCC)cc1OC (stereo unspecified),-27,3,13,-2.4,-2,-3,-2,-2,0.7,0
CCCCCCC1CC(CCC(=O)Nc2ccc([N+](=O)[O-])cc2)C(=O)O1 (stereo unspecified),-2,-1,-18,3.9,3,9,1,-4,-1.3,-3
Brc1ccc2[nH]c3c(c2c1)CCC3,-27,5,-22,4.5,1,0,1,-2,0.2,-3
CC(C(=O)O)N1C(=O)/C(=C/C=C/c2ccco2)SC1=S (stereo unspecified),-3,-51,-7,1.2,13*,27,3,-4,104*,87*
CCc1cc(C=NC2CCCCC2)c(O)s1,-8,8,-3,0.5,1,0,3,2,-0.1,2
O=c1c(Cl)cc(Cl)nn1-c1ccccc1,7,-3,-11,1.6,2,1,1,-1,-3.2,-35
Cc1ccc(S(=O)(=O)Cc2ccccc2Cl)cc1,2,7,7,-1.0,-3,-3,5,-4,-0.6,-5
O=C(Nc1ccc(C(=O)O)cc1)/C(=C\c1ccco1)NC(=O)c1ccccc1,5,-5,12,-2.3,-2,-1,-2,0,2.2,6
